Source: PubChem (several laboratories)
AddAB inh: less growth of phage-infected E. coli with AddAB. E. coli expressing H. pylori AddAB, absorbance growth. inhibition, % at 11.9 µM. hit rate 0.29% among 330,000; in the data active = inhibition above about 12%;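 note: 0% = vehicle wells of infected cells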
Mot1-301 SUMO: blocks SUMOylation pathway, rescuing yeast Mot1-301 growth; S. cerevisiae Mot1-301 growth rescue, ATP luminescence, 38.5C; percent above DMSO median, 100 means doubled; growth rescue, % at 18.8 µM; hit rate 1% among 320,000; AID 2716;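 active = every valid replicate shows activation above 250% relative to neutral control wells; inactive = the rest, any valid replicate at or below 250%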;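 note: OY570 slx delta 5 strain wells were the positive control but not used for scaling; some compounds called inactive have numbers as strong as hits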
PKA-R1A activ: activators of PKA-R1A complex | PKA-R1A dissociation, Cy5-IP20 fluorescence polarization; scaled: DMSO 0%, 113 µM cGMP 100% | hit rate 0.083% among 340,000 | activation, % at 11.4 µM | AID 504707;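 active = percent activation above the mean of all tested compounds plus 3 SD, cut at about 19% in these data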;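 note: higher means more PKAc released from R1A so a rise in polarization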
phage Ecoli inh: E. coli growth loss with phage present | growth absorbance | inhibition, % at 11.9 µM | hit rate 0.26% among 360,000; in the data active = inhibition above about 11%
Tat transport: blocks Tat-dependent protein export in E. coli; hit rate 0.036% among 340,000; inhibition, % at 10 µM; E. coli MC4100 TorA-mCherry Tat export, fluorescence; AID 488895;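 active = mean replicate inhibition at least 50% and at least half of replicates individually reaching 50%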;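 note: exported cargo escapes ClpAP degradation while cytoplasmic cargo is degraded and loses fluorescence; 0% = median of neutral control wells and 100% = median of NaSCN control wells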
MOR-DOR inv ag: mu-delta opioid heterodimer inverse agonism. cell-based MOR-DOR heterodimer luminescence. inhibition, % at 9.3 µM. hit rate 0.21% among 340,000. AID 504357; in the data active = inhibition above about 22%, passing the limit was not always enough;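 note: 0% = cells with DMSO and 100% = wells without cells with DMSO; values of inactives mirror those of a sister screen read the other way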
PfHsp90 yeast 2: growth inhibition of yeast expressing Plasmodium Hsp90 | S. cerevisiae expressing PfHsp90, BacTiter-Glo ATP, 48 h; yeast lacking PDR1 and PDR3 efflux regulators | inhibition, % at 9.4 µM | hit rate 0.32% among 310,000 | AID 504621;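 active = every replicate shows inhibition above about 80%, whatever the replicate mean, limit read from the data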;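 note: 0% = DMSO neutral controls and 100% = 20 µM radicicol positive controls; yeast relying on Plasmodium falciparum Hsp90 in place of its own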
PKA-R2B act: activates the human PKA-R2B holoenzyme complex; P22694+P31323; PKA-R2B holoenzyme dissociation, Cy5-IP20 fluorescence polarization; R2B truncated from residue 108, S112A mutant; 0% DMSO only, 100% 113 µM cGMP; activation, % at 11.4 µM; hit rate 0.079% among 340,000;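 active = activation above a cutoff set at the mean over all compounds plus 3 SD, cut at about 18% in these data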;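 note: higher means more holoenzyme dissociation and a rise in polarization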
Target sequence (P31323 whole entry, looked up, other chains not shown, the tested form may be a part): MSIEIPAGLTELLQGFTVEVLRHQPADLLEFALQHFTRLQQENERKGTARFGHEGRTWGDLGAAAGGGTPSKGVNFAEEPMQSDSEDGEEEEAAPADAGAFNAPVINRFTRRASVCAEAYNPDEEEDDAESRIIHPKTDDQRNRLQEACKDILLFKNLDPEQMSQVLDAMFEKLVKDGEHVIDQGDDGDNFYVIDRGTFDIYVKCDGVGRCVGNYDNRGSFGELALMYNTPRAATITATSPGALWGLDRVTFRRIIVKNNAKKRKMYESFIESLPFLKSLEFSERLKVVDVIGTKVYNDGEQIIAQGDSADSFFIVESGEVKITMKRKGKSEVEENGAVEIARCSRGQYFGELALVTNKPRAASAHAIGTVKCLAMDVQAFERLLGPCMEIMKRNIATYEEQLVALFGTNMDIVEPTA
MOR-DOR ag: agonists of human mu-delta opioid receptor heterodimerization; activation, % at 9.3 µM; hit rate 0.3% among 340,000; P35372+P41143; cells, OPRM1-OPRD1 heterodimerization, luminescence; AID 504326; in the data active = activation above about 18%;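 note: 0% = vehicle-treated cells and 100% = reference agonist; values of inactives mirror those of a sister screen read the other way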
HTR5A inv ag: counter-screen for OPRM1-OPRD1 inverse agonists: human HTR5A inverse agonism; P47898; HTR5A cell line, luminescence; inhibition, % at 9.3 µM; hit rate 0.083% among 340,000; AID 504634; in the data active = inhibition mostly above about 23%, no sharp cut-off; inactive = mostly below about 18%;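 note: 0% = cells with DMSO and 100% = no-cell wells with DMSO; some compounds called inactive have numbers as strong as hits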
Target sequence (P47898 whole entry, looked up): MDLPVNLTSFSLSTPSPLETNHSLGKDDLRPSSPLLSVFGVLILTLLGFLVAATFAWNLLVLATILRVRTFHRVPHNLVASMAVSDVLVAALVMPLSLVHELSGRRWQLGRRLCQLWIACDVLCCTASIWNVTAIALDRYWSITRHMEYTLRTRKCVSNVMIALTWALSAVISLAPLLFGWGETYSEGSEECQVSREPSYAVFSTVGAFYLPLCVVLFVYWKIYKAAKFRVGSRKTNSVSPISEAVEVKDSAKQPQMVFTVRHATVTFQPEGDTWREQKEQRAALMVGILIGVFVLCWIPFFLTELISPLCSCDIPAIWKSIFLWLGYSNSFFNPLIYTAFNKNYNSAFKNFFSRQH
E coli growth: reduces bacterial viability in AddAB counter-screen | hit rate 0.27% among 330,000 | E. coli V3065 growth, OD600 absorbance, 18 h | inhibition, % at 11.9 µM;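 active = inhibition above the campaign's mean inhibition across all tested compounds plus 3 SD, cut at about 9.9% in these data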;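 note: uninfected addAB+ strain grown without phage in ampicillin broth; 0% = DMSO wells and 100% = ciprofloxacin 0.95 µg/ml wells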
An asterisk follows results filed as active; / = not tested or not shown.

No.	smiles	AddAB inh	Mot1-301 SUMO	PKA-R1A activ	phage Ecoli inh	Tat transport	MOR-DOR inv ag
1	Cc1cc(C)n2c(SCCC(C)C)nnc2n1	-1.3	-5.0	-10.5	0.9	-15.6	9.2
2	Cc1onc(-c2c(Cl)cccc2Cl)c1C(=O)Nc1nc(C(C)(C)C)cs1	-1.4	13.4	1.3	0.8	8.1	-13.2
3	Cc1ccn2c(c1)nc(=O)c1cc(S(=O)(=O)N3CCOCC3)ccc12	1.0	8.3	-15.8	1.6	-7.8	5.2
4	CSc1nc2ccc(S(=O)(=O)Nc3c(C)n(C)n(-c4ccccc4)c3=O)cc2s1	1.8	-9.7	-4.7	-0.1	-5.8	2.5
5	COc1ccc(OC)c(NC(=O)CCNS(=O)(=O)c2ccc3c(c2)oc(=O)n3C)c1	4.6	2.4	-7.3	2.1	-2.4	10.5
6	CCOC(=O)C1=C(C)N(c2ccc(C)cc2)C(=O)/C1=C\c1ccc(O)c(OC)c1	2.0	131.9	-2.7	1.1	-1.2	23.8
7	O=C(COc1ccccc1)N=C1SC2CS(=O)(=O)CC2N1c1ccc(F)cc1F (centres undefined)	2.0	0.3	-0.9	1.2	6.6	12.1
8	Cc1cc(C)c(-c2cc(NC(=O)COC(=O)c3ccc(NC(=O)CC#N)cc3)n(-c3ccccc3)n2)cc1C	0.2	0.9	-3.6	2.1	-14.5	-22.4
9	CCCCC(CC)CNC(=O)c1[nH]c(C)c(C(C)=O)c1C (centres undefined)	4.3	417.7	-14.9	2.7	-3.4	3.6
10	Cc1ccc(-c2noc(C3CCCN(C(=O)c4cccc([N+](=O)[O-])c4)C3)n2)o1 (centres undefined)	2.9	-5.1	-0.2	2.5	4.8	2.2
11	Nc1cc(S(=O)(=O)N2CCOCC2)ccc1N1CCOCC1	1.2	5.5	-0.5	1.4	8.0	4.6
12	O=S1(=O)CCN2C(=N1)Sc1c2ccc2c1CCCC2	4.7	-6.8	-4.7	2.8	-3.8	-12.4
13	O=C(CCc1ccccc1O)NC1CCCc2ccccc21 (centres undefined)	1.5	-4.8	-3.4	2.8	11.0	4.8
14	CCc1ccc(N(C(=O)c2ccco2)C(C(=O)NC2CCCC2)c2cccnc2)cc1 (centres undefined)	1.9	-4.5	8.3	0.7	-1.5	-0.2
15	NC(N)=N/N=C/c1ccc(OCc2ccc(Cl)cc2Cl)cc1	3.3	172.8	-9.0	2.6	10.0	-81.0

No.	PfHsp90 yeast 2	PKA-R2B act	MOR-DOR ag	HTR5A inv ag	E coli growth
1	26.6	-8.5	-1.7	4.4	-1.6
2	29.4	-3.1	2.6	-16.1	-3.8
3	-8.8	8.4	-1.0	-0.1	-0.7
4	-21.8	-14.6	-0.4	-1.0	-1.1
5	-3.4	-17.6	-2.0	11.6	-3.0
6	-3.6	-2.1	-4.7	20.2	-0.5
7	-6.4	-9.9	-2.3	5.4	1.3
8	-23.5	3.2	3.5	-17.9	-1.4
9	6.2	-22.4	-0.7	2.8	1.5
10	11.2	15.3	-0.4	-5.1	0.1
11	-5.9	2.9	-1.2	6.3	3.0
12	1.3	-7.8	2.2	18.9	-0.1
13	15.9	-7.0	-0.9	10.4	-1.1
14	14.8	-4.1	0.0	-5.8	1.3
15	10.7	-2.5	14.1	-4.1	4.7

Other entries follow.
No.	smiles	AddAB inh	Mot1-301 SUMO	PKA-R1A activ	phage Ecoli inh	Tat transport	MOR-DOR inv ag
16	CCCCS(=O)(=O)NC1=NCN(CC)CN1	-1.8	91.7	-9.1	0.8	0.8	6.2
17	CCOC(=O)C(C)Oc1cc(Cl)c(C=O)cc1OC (centres undefined)	1.0	6.1	-4.6	3.1	-2.6	9.6
18	COC(=O)c1cc(S(=O)(=O)NCC2CCN(Cc3cccc(F)c3)CC2)cn1C	2.9	-2.1	-8.1	1.0	-9.2	13.5
19	CC(=O)Nc1sc2c(c1C(c1cccc(Cl)c1)N1CCN(CCO)CC1)CCCC2 (centres undefined)	2.4	10.5	7.4	2.3	8.7	9.3
20	Cc1ccccc1C(=O)c1cccn1CC(=O)NCCCN1CCc2ccccc2C1	1.6	12.1	-4.2	3.4	0.2	14.3
21	Cc1ccc(NC(=O)C2CC(=O)N(Cc3ccco3)C2)cc1 (centres undefined)	3.2	-3.1	3.8	1.5	-2.5	14.2
22	Cn1c(NC(=O)C[n+]2cc(-c3ccc(Cl)c(Cl)c3)n3c2CCC3)cc(=O)n(C)c1=O	4.5	2.6	2.7	2.8	8.0	3.5
23	CCOc1ccc(NC(=S)Nc2ccc(OC(F)(F)F)cc2)cc1	-1.1	30.8	-5.9	-0.5	0.1	-17.5
24	Cc1cccc(C)c1-c1ccc(CN2C(CC(C)C)C(=O)N(Cc3cn(CCO)nn3)CCS2(=O)=O)cc1 (centres undefined)	/	/	-11.0	-3.3	34.4	7.0
25	CCC(=O)N1CCc2cc(Br)cc(S(=O)(=O)N(C)c3ccc(OC)cc3)c21	0.3	155.1	-2.3	1.1	5.2	-15.9
26	CC1(C)OC(=O)C(=CNCC(O)c2ccccc2)C(=O)O1 (centres undefined)	1.8	-20.2	0.8	0.2	-7.0	-8.6
27	CC(=O)Oc1c(Br)cc(N(C(C)=O)S(=O)(=O)c2ccccc2)c2ccccc12	-1.3	323.8	-3.9	1.8	12.1	-61.2
28	O=C(Nc1c(C(=O)Nc2cccc(F)c2)oc2ccccc12)c1ccc2c(c1)OCO2	1.6	-11.7	-6.0	2.0	-10.4	-6.2
29	O=C(CN1CCN(S(=O)(=O)N2CCCCC2)CC1)Nc1ccc(Br)cc1	1.6	-1.0	-3.5	1.6	3.0	3.7
30	CCCCn1c(N)c(N(CCOC)C(=O)c2ccc(-c3ccc(Cl)cc3)o2)c(=O)[nH]c1=O	-0.2	-14.9	-7.1	-0.4	2.4	-21.3

No.	PfHsp90 yeast 2	PKA-R2B act	MOR-DOR ag	HTR5A inv ag	E coli growth
16	6.9	-6.8	-1.1	3.2	-0.4
17	21.3	-6.9	-1.7	-4.3	-1.2
18	-10.2	-6.5	-2.6	2.5	-0.7
19	/	0.1	-1.8	11.8	-0.7
20	-7.1	2.3	-2.6	9.2	-1.2
21	-3.2	-1.6	-2.9	-17.9	2.2
22	-10.1	2.1	-0.6	1.5	1.9
23	0.0	3.2	3.0	-8.4	0.0
24	-21.8	-3.6	-1.5	-7.7	/
25	-6.1	-3.6	2.1	10.2	1.7
26	-17.1	-4.8	1.4	1.5	-1.8
27	-27.9	7.3	12.4	14.0	0.6
28	14.0	-6.9	1.1	8.9	0.0
29	24.8	-4.6	-0.7	-17.9	-4.1
30	-3.6	-3.0	3.2	12.0	1.8

Shown with tabs: two of the compounds above.
entry	mol	AddAB inh	Mot1-301 SUMO	PKA-R1A activ	phage Ecoli inh	Tat transport	MOR-DOR inv ag	PfHsp90 yeast 2	PKA-R2B act	MOR-DOR ag	HTR5A inv ag	E coli growth
16	CCCCS(=O)(=O)NC1=NCN(CC)CN1	-1.8	91.7	-9.1	0.8	0.8	6.2	6.9	-6.8	-1.1	3.2	-0.4
17	CCOC(=O)C(C)Oc1cc(Cl)c(C=O)cc1OC (centres undefined)	1.0	6.1	-4.6	3.1	-2.6	9.6	21.3	-6.9	-1.7	-4.3	-1.2

(listing goes on)
No.	smiles	AddAB inh	Mot1-301 SUMO	PKA-R1A activ	phage Ecoli inh	Tat transport	MOR-DOR inv ag
31	O=[N+]([O-])c1ccc(OS(=O)(=O)Cc2ccccc2)cc1	0.3	19.8	8.8	4.2	-1.3	3.5
32	CC(C)(C)NC(=O)C(c1c[nH]c2ccccc12)N(C(=O)Cn1nnc(-c2ccc(Cl)cc2)n1)c1ccccc1F (centres undefined)	4.3	103.8	-9.5	1.0	2.5	-11.4
33	CCOc1ccccc1NC(=O)NC(C)c1ccc2c(c1)OCO2 (centres undefined)	1.6	-3.8	-3.7	-0.9	2.2	7.3
34	CCc1nnc(NC(=O)c2ccc(NS(=O)(=O)c3ccccc3)cc2)s1	0.8	280.5	-7.7	3.3	-3.1	5.9
35	CCOC(=O)C(C)Sc1ccc2nnc(-c3ccc(F)cc3)n2n1 (centres undefined)	1.6	-8.2	0.6	0.3	1.9	-18.0
36	COc1ccc(S(=O)(=O)Cc2ccc(C(=O)N3CCN(c4cc(C)ccc4C)CC3)o2)cc1	0.3	9.3	-5.5	0.2	8.1	11.8
37	Cc1ccccc1CN1CCN(S(=O)(=O)c2cccs2)CC1	0.5	-8.3	1.4	2.3	1.9	-21.6
38	Cc1cccc([N+](=O)[O-])c1NC(=O)COC(=O)C1CCCO1 (centres undefined)	1.4	-9.3	0.6	4.8	5.1	-3.1
39	COc1ccc(NC(=O)Cc2nnc(SCC(=O)Nc3nccs3)n2C)cc1	-0.3	-8.2	-1.4	1.4	2.7	-7.7
40	COc1ccc(NS(=O)(=O)c2cccc(C(=O)OCC(=O)N3CCN(c4ccc(OC)cc4)CC3)c2)cc1	1.7	244.9	4.0	1.9	4.7	1.6
41	CCC1CCCCN1CCNS(=O)(=O)c1ccc2c(c1)oc(=O)n2C (centres undefined)	-0.2	-21.1	-1.9	0.3	3.0	1.4
42	COc1ccc(C(CNC(=O)Nc2ccccc2)N2CCN(C)CC2)cc1 (centres undefined)	3.1	-1.6	-8.2	-0.2	2.6	10.3
43	O=C(/C=C/NNC(=O)c1cccc(Br)c1)c1cccc(Br)c1	-1.3	0.5	-17.1	-2.8	3.2	-2.5
44	COc1cccc(OC)c1C(=O)NC(=S)NCc1ccccc1	-0.2	-1.5	4.0	1.0	7.8	12.4

No.	PfHsp90 yeast 2	PKA-R2B act	MOR-DOR ag	HTR5A inv ag	E coli growth
31	-5.4	6.2	-0.5	-1.4	0.2
32	-11.7	-10.8	2.2	-17.7	-1.8
33	-15.6	5.5	-1.3	-1.3	3.2
34	-16.1	1.9	-1.2	11.2	2.0
35	-24.5	-1.9	3.2	28.3	-0.2
36	-4.0	6.9	-2.3	-0.4	-1.1
37	-9.5	-6.4	4.3	6.8	1.1
38	-2.1	6.5	0.8	19.2	-1.9
39	6.4	-2.3	1.2	2.7	-3.4
40	/	-0.7	-0.3	-5.3	-1.7
41	6.7	-4.4	-0.2	-24.7	1.5
42	-30.0	-12.3	-2.0	5.6	-0.4
43	6.0	-11.3	0.5	-32.3	-1.9
44	35.2	-3.8	-2.4	-15.5	-1.7

Whole records, looked up by structure. Screens in order: AddAB inh	Mot1-301 SUMO	PKA-R1A activ	phage Ecoli inh	Tat transport	MOR-DOR inv ag	PfHsp90 yeast 2	PKA-R2B act	MOR-DOR ag	HTR5A inv ag	E coli growth
CC(=O)Nc1sc2c(c1C(c1cccc(Cl)c1)N1CCN(CCO)CC1)CCCC2 (centres undefined) is entered as 2.4	10.5	7.4	2.3	8.7	9.3	/	0.1	-1.8	11.8	-0.7
Nc1cc(S(=O)(=O)N2CCOCC2)ccc1N1CCOCC1 is entered as 1.2	5.5	-0.5	1.4	8.0	4.6	-5.9	2.9	-1.2	6.3	3.0
CCCCn1c(N)c(N(CCOC)C(=O)c2ccc(-c3ccc(Cl)cc3)o2)c(=O)[nH]c1=O is entered as -0.2	-14.9	-7.1	-0.4	2.4	-21.3	-3.6	-3.0	3.2	12.0	1.8
